USP2a inh: inhibitors of human ubiquitin-specific protease USP2a | Potency, µM (top dose mostly 38.3 µM), for the others: at the top dose activity change, negative = inhibition, hits mostly inhibitors | AID 927 | O75604 | hit rate 0.1% among 60,000 | USP2a enzymatic assay, qHTS inhibition;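 further: potency means the concentration at half of the fitted maximal effect; nearly all actives have a fitted effect of over 60% in size; plate controls were DMSO for no effect and NEM full inhibition control for full effect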
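Coupled readout: USP2-cleaved Ub-PLA2 (20nM final) turns over NBD C6-HPC (20uM final), Ex 460nm/Em 535nm after 2.5 h, time-zero read flagging artifacts. Enzyme (20nM final, pH 8.0 Tris) given 30 min RT with compound first; NEM defines full inhibition.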
Rhodamine autofl: compound fluoresces in the rhodamine spectral region. Rhodamine-region fluorescence, 547/598 nm, Tris buffer; hits give high values. max dye-equivalent concentration, M. hit rate 0.05% among 59,000. AID 594; in the data active means max dye-equivalent concentration above about 11 nM; inconclusive means between about 1.1 nM and that limit
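Intensities are converted to rhodamine-equivalent concentration using a six-point rhodamine standard on each plate. Compounds sit 15 min at room temperature in 100 mM Tris buffer, pH 8.0; read uses the 547/598 nm excitation/emission pair.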
TexasRed autofl: compounds fluorescent in Texas Red spectral region; Compound fluorescence, Texas Red channel, 547/618 nm; hits give high values; max dye-equivalent concentration, M; hit rate 0.06% among 59,000; AID 587; in the data active means max dye-equivalent concentration above about 10 nM; inconclusive means between about 1.1 nM and that limit
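Compound titrations in 100 mM Tris pH 8.0 were incubated 15 min at room temperature and read at 547 nm excitation / 618 nm emission. Texas Red six-point standard curve on each plate converted fluorescence to dye-equivalent concentration.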
BRCT PPI green: inhibitors of human BRCA1 BRCT-phosphoprotein interaction (green fluorophore). BRCA1 BRCT-phosphopeptide binding, green fluorescence polarization. Potency, µM (top dose mostly 76.9 µM), inactives show at the top dose activity change, negative = inhibition, actives largely listed as inhibitors. hit rate 0.05% among 75,000. AID 875;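 further: potency means the concentration at half of the fitted maximal effect; plate controls were peptide without protein for full effect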
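Compounds were incubated for 12 min at room temperature with a complex of 100 nM fluorescein-tagged pBACH1 decapeptide and 250 nM His-tagged BRCT protein. Buffer was phosphate pH 7.3 with EDTA, DTT and Tween 20. Disruption of binding lowers the polarization signal.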
4MU fluor: compound fluoresces in the 4-MU spectral region; compound autofluorescence, 340/450 nm, 4-MU equivalents; hits give high values; max dye-equivalent concentration, M; hit rate 11% among 59,000; AID 589; in the data active means max dye-equivalent concentration above about 10 nM; inconclusive means mostly about 1.1 nM to 9.6 nM
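Compounds in 100 mM Tris, pH 8.0, sat 15 min at room temperature before fluorescence was read at 340 nm excitation/450 nm emission; a per-plate six-point 4-MU standard curve converted signals to dye-equivalent concentration at each compound concentration.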
Caspase-7 inhib: allosteric or competitive inhibitors of human caspase-7 | hit rate 0.02% among 75,000 | recombinant caspase-7, Ac-DEVD-AFC fluorescence rate | P55210 | Potency, µM (doses to about 57.5 µM), without a hit: at the top dose activity change, negative = inhibition, usual class: inhibitors | AID 889; active means well fitted inhibition curve with a large enough effect in the main read-out, with a control signal flat, not every such curve was filed as active; inconclusive means small, poorly fitted or top-dose-only effect, or a change in a side signal; further: potency means the concentration at half of the fitted maximal effect; % of control where 0% means no effect
Fluorescein autfl: fluorescein region autofluorescence | Compound autofluorescence, 480/540 nm, fluorescein-equivalent; hits give high values | max fluorescein-equivalent concentration, M | hit rate 0.91% among 59,000 | AID 593; in the data active means max fluorescein-equivalent concentration above about 10 nM; inconclusive means between about 1.1 nM and that limit
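Autofluorescence profiling; 100 mM Tris, pH 8.0; incubation 15 min at RT; ex/em 480/540 nm; result as fluorescein-equivalent concentration.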
Caspase-1 inhib: caspase-1 (human) inhibition, allosteric or competitive. hit rate 0.03% among 75,000. Caspase-1 enzyme, Ac-WEHD-AFC fluorogenic rate. P29466. Potency, µM (titrated, usually from 57.5 µM), for the others: at the top dose activity change, negative = inhibition, hits mostly inhibitors. AID 900;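 further: potency means the concentration at half of the fitted maximal effect; plate controls were vehicle for no effect and no substrate for full effect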
A350 autofl: compounds fluorescent in Alexa 350 spectral region; Compound autofluorescence, 340/450 nm, Alexa 350 dye-equivalents; hits give high values; max dye-equivalent concentration, M; hit rate 11% among 59,000; AID 590; in the data active means max dye-equivalent concentration above about 10 nM; inconclusive means mostly about 1.1 nM to 9.6 nM
BRCT inh red: disrupts BRCA1 BRCT binding to phosphoprotein, red fluorophore readout; P38398; BRCT-phosphopeptide binding, red fluorescence polarization; Potency, µM (doses to about 76.9 µM), for the others: at the highest dose activity change, negative = inhibition, usual class: inhibitors; hit rate 0.03% among 75,000; AID 892; further: on the % scale 0 is the no-effect control and ±100 the full control effect
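Rhodamine-labelled pBACH1 10-mer (100 nM) bound to BRCT domain (100 nM) at pH 7.3; compounds incubated 12 min room temperature, polarization read. Free peptide defines full inhibition; unlabelled decapeptide titrated as control.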
HEK293 cAMP cs: raises cAMP in parental HEK293 cells, TSHR agonist counter-screen | parental HEK293 CNG cAMP sensor, membrane potential fluorescence | Potency, µM (highest dose often 57.1 µM), inactives show at the highest dose activation, hits mostly activators | hit rate 2.5% among 73,000 | AID 938; further: potency means the concentration at half of the fitted maximal effect; % of control where 0% means no effect; nearly all actives have a fitted effect of over 55% in size
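Counterscreen for endogenous-receptor signalling: CNG-channel HEK 293 cells report cAMP rise by membrane depolarization. After 60 min dye equilibration with 100 uM RO 20-1724, compounds incubated 30 min before bottom-read fluorescence at 590 nm.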
Numbers without * were called inactive; i = inactive; ? = inconclusive; . = no result given; [ ] = another dose, or the depositor's remark. Unless noted, the call rests on the fitted dose curve; in most records, active means well fitted curve in the direction sought with a large enough effect; inconclusive means small, poorly fitted or top-dose-only effect, or another doubt; inactive means no such curve, though single readings can be large; an effect the other way counts as inactive or inconclusive.

SMILES	USP2a inh	Rhodamine autofl	TexasRed autofl	BRCT PPI green	4MU fluor	Caspase-7 inhib	Fluorescein autfl	Caspase-1 inhib	A350 autofl	BRCT inh red	HEK293 cAMP cs
c1ccc(C2=Nn3c(nnc3-c3cc(-c4ccccc4)n[nH]3)SC2)cc1	25%	i	i	4.0%	i	-4%	?	-3%	i	-1.5%	25µM*
O=C(COC(=O)CSCC(=O)N1CCCCC1)NCc1ccc(F)cc1	7%	i	?	-0.2%	i	-2%	?	4%	i	0.6%	3%
Cn1c(SCc2nc(-c3cccs3)no2)nnc1C1CCCCC1	4%	i	?	0.8%	i	0%	i	0%	i	-1.0%	?
CCOC(=O)c1ccccc1NC(=O)c1cccnc1	.	.	.	-1.0%	.	-1%	.	3%	.	-0.3%	22%
O=C(c1cccs1)N1CCc2ccccc21	-2%	.	.	8.9%	.	-1%	.	-1%	.	-0.1%	?
O=C(Nc1ccc2c(c1)OCO2)c1nn(-c2ccccc2)c(=O)c2ccccc12	37%[activator]	i	i	0.1%	i	-5%	i	-3%	i	-0.3%	25µM*
O=C(CNC(=O)C12CC3CC(CC(C3)C1)C2)NC1=NCCS1	-10%	i	i	-0.6%	i	-1%	i	-5%	i	-2.2%	4%
Cc1nccc2[nH]c(=O)c(C(=O)NC3CCCCC3C)cc12 (stereo unspecified)	10%	i	i	-3.3%	i	0%	i	-1%	i	-1.1%	-6%
O=C(Cn1c(CN2CCCCC2)nc2ccccc2c1=O)NC1CCCCC1	23%	i	i	1.3%	i	1%	?	2%	i	1.4%	?
CC(C)C(C)(C)C(C)(C)C(C)(C)S	.	.	.	-1.3%	.	-1%	.	1%	.	-0.8%	28%
COC(=O)C1CCN(c2cc(=O)n(C3CCCCC3)c(=O)[nH]2)CC1	18%	i	i	-3.6%	i	1%	?	0%	i	-0.5%	5%
CCOC(=O)c1c(NC(=O)CSc2nnc(-c3ccccc3C)n2C)sc(C(C)=O)c1C	51%[activator]	i	i	9.0%	?	-14%	?	-5%	1.5e-08M*	-0.5%	?
CCOC(=O)CSCC(=O)Nc1cc(C)ccc1C	4%	i	?	-1.3%	i	4%	i	0%	i	0.3%	0%
CCOc1cccc(-n2nnnc2-c2ccc(OC)cc2)c1	0%	i	?	-2.2%	i	-2%	i	-1%	i	-0.9%	?
CCS(=O)(=O)N1CCCC(C(=O)NCCCN2CCCC2=O)C1 (stereo unspecified)	-3%	i	i	-0.3%	i	1%	i	0%	i	-0.4%	4%
Cc1ccc(S(=O)(=O)NCCN=C(CN2CCCC2)NS(=O)(=O)c2ccc(C)cc2)cc1	20%	i	i	0.4%	?	-13%	i	-12%	?	1.0%	18%
Cc1nn(-c2cccc(Cl)c2)c2c1C(c1ccncc1)C(C#N)=C(N)O2 (stereo unspecified)	.	i	i	.	i	.	i	.	i	.	.
CC(C)(C)C1=Nn2c(nnc2C2CCCCC2)SC1	.	i	i	.	i	.	?	.	i	.	.
COc1ccc(NC(=O)C2CC(=O)OC2(C)C)cc1 (stereo unspecified)	2%	i	i	-0.4%	i	2%	?	0%	i	-1.9%	-4%
Cn1c(Cn2c(=O)sc3ccccc32)nnc1SCC(=O)NCCc1ccccc1	.	.	.	-0.4%	.	-5%	.	-5%	.	0.5%	-2%
Cc1ccc(C(=O)c2ccc(CC(=O)O)n2C)cc1	3%	i	i	-2.6%[3.08 µM]	i	1%	?	1%	i	-1.1%	3%[25.6 µM]
Cn1c(=O)c2[nH]c(CN(Cc3ccccc3)Cc3ccccc3)nc2n(C)c1=O	15%	i	i	2.1%	?	0%	i	-2%	?	-1.4%	?
CCOC(=O)Cn1c(=O)oc2cc(S(=O)(=O)NCC3CCCO3)ccc21 (stereo unspecified)	.	.	.	-2.2%	.	0%	.	3%	.	-1.3%	-4%
O=S1(=O)N=C(Nc2ccc(O)c(CN3CCCCC3)c2)c2ccccc21	.	.	.	-0.7%	.	-1%	.	-1%	.	-0.7%	6%
O=C(c1ccncc1)N1CCC2(CC1)CCN(c1ccccn1)CC2	1%	i	i	-3.5%	i	-1%	?	0%	i	1.3%	?
CCOCCCNC(=O)CN1C(=O)CSc2cc(S(=O)(=O)N3CCCCCC3)ccc21	-6%	i	i	1.1%	i	0%	?	-2%	i	1.4%	18%
CCCS(=O)(=O)N1CCc2cc(OC)c(OC)cc2C1	5%	i	i	-2.0%	i	0%	i	2%	i	0.1%	?
CCOc1ccccc1OCC(=O)O	0%	i	i	-0.7%	i	0%	?	0%	i	1.3%	0%
O=C(CSc1nnc(Cc2cc(=O)[nH]c(=O)[nH]2)n1-c1ccccc1)N1CCCC1	26%	i	i	-1.8%	?	-1%	?	-2%	?	-2.6%	4%
O=C(NC1CCCCC1)C(c1ccc(Cl)cc1)N(C(=O)c1cnccn1)c1ccc2c(c1)OCO2 (stereo unspecified)	205%[activator]	i	?	-1.1%	i	-2%	i	-1%	i	1.1%	?
CCN1CCCC(OC(=O)Nc2ccccc2)C1 (stereo unspecified)	-4%	i	?	-2.0%	i	-1%	i	2%	?	1.4%	2%
O=C(O)CN(Cc1ccccc1)S(=O)(=O)c1ccc(F)cc1	-8%	i	i	0.0%	?	0%	i	-1%	?	1.0%	7%
CC(C)(C)OC(=O)NC(CCNC=C1C(=O)OC(C)(C)OC1=O)C(=O)O (stereo unspecified)	-5%	i	i	-2.0%	i	1%	i	-1%	i	-0.9%	4%
COC(=O)c1ccc(C2C(C(=O)Nc3ccccc3C)=C(C)Nc3ncnn32)cc1 (stereo unspecified)	8%	i	i	-0.4%	i	1%	i	-1%	i	1.0%	-8%
Cc1c(NC(=O)CCN2C(=O)c3ccccc3C2=O)c(=O)n(-c2ccccc2)n1C	-2%	.	.	-2.3%	.	0%	.	-1%	.	-0.2%	3%
COc1cc([C@H](O)C(=O)O)ccc1O	0%	i	i	-2.4%	i	2%	i	0%	i	0.6%	-8%
COC(=O)[C@@]1(Cc2ccccc2)[C@H]2c3cc(C(=O)N4CCCC4)n(Cc4c(CO)[nH]cc(C)c4=O)c3C[C@H]2CN1C(=O)c1ccccc1	.	.	.	-2.1%	.	-2%	.	-7%	.	-1.2%	16%
CCCC(=O)NC1C2CC3CC(C2)CC1C3 (stereo unspecified)	-11%	i	i	-3.1%	1.7e-08M*	10%	i	0%	1.6e-08M*	-1.5%	1%
CC(C)NC(=O)CN1CCN(c2ncccn2)CC1	-2%	i	?	0.5%	i	2%	i	-1%	i	0.9%	1%
CCOC(=O)C(C)Sc1nnc(CNC(=O)c2ccc(OC)cc2)n1C1CCCCC1 (stereo unspecified)	19%	i	i	-0.5%	i	-2%	i	1%	i	0.1%	-4%
COc1ccc(O[C@H]2C=C[C@@H](c3ccccc3)O[C@H]2COC(=O)CC/C(C)=N\OC[C@@H](C)[C@H](OCc2ccccc2)C(C)C)cc1	.	.	.	-1.1%[15.4 µM]	.	0%[11.5 µM]	.	-1%[11.5 µM]	.	-1.7%[15.4 µM]	5%[11.4 µM]
Cc1ccccc1CSCC(=O)c1c(N)n(C)c(=O)n(C)c1=O	-1%	i	?	-1.6%	i	0%	i	4%	i	-1.6%	-5%
CCOc1cc(OCC)c(C(C)=O)cc1OCC	.	.	.	-0.8%	.	0%	.	-3%	.	1.6%	-5%
COc1cc(-c2nc(S(=O)(=O)c3ccccc3)c(N3CCOCC3)o2)cc(OC)c1OC	14%	i	i	-0.2%	i	-1%	i	-2%	i	-1.8%	-2%
NC(N)=NCCN1CCCCCCC1	-2%	i	i	-0.3%[3.08 µM]	i	0%	?	2%	i	0.4%	.
O=c1c(-c2cc(F)cc(F)c2)nc2cnc(Oc3ccccc3)nc2n1C1CC1	79%[activator]	i	i	-0.2%	i	-24%	i	-16%	i	0.1%	16%
COc1ccccc1NS(=O)(=O)c1cc(C(=O)O)ccc1F	.	.	.	-1.6%	.	-1%	.	0%	.	-0.3%	2%
COc1nc(-c2ccccc2)ccc1-c1noc(-c2ccco2)n1	10%	i	?	-0.8%	?	-6%	i	-7%	?	-0.3%	17%
CC(NS(C)(=O)=O)C(c1cccs1)N1CCN(c2ccccc2F)CC1 (stereo unspecified)	3%	i	?	1.5%	i	0%	i	1%	i	1.2%	10%
CCc1nnc(NC(=O)c2ccncc2)s1	-3%	i	i	-1.3%	i	1%	i	-1%	i	3.1%	-6%
Oc1ccccc1C(=S)N1CCCCC1	0%	.	.	-0.8%	.	0%	.	-2%	.	-0.6%	-3%

No new results follow: an excerpt of the list.
SMILES	USP2a inh	Rhodamine autofl	TexasRed autofl	BRCT PPI green	4MU fluor	Caspase-7 inhib	Fluorescein autfl	Caspase-1 inhib	A350 autofl	BRCT inh red	HEK293 cAMP cs
COC(=O)[C@@]1(Cc2ccccc2)[C@H]2c3cc(C(=O)N4CCCC4)n(Cc4c(CO)[nH]cc(C)c4=O)c3C[C@H]2CN1C(=O)c1ccccc1	.	.	.	-2.1%	.	-2%	.	-7%	.	-1.2%	16%
CCCC(=O)NC1C2CC3CC(C2)CC1C3 (stereo unspecified)	-11%	i	i	-3.1%	1.7e-08M*	10%	i	0%	1.6e-08M*	-1.5%	1%
CC(C)NC(=O)CN1CCN(c2ncccn2)CC1	-2%	i	?	0.5%	i	2%	i	-1%	i	0.9%	1%

Source: PubChem

Some of the compounds tested (hit frequency here may not be typical).
